# PfHsp40 yeast: rescue of PfHsp40-mediated yeast toxicity | S. cerevisiae expressing PfHsp40, growth rescue, ATP luminescence | growth rescue, % at 12.5 µM | actives 0.68% (n = 340,000); in the data active = growth rescue above about 28%, passing the limit was not always enough; inconclusive = no clear call, values can overlap the other calls;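 note: yeast W303a lacking pdr1 and pdr3 grown in galactose medium; growth measured after three days at 30 °C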
# Yp Topo-I inh: inhibitors of Yersinia pestis topoisomerase I. Y. pestis Topo-I cleavage product accumulation, plate reader. activity, % at 10 µM. actives 0.064% (n = 360,000); in the data active = activity above about 50%, passing the limit was not always enough; inconclusive = no clear call, values can overlap the other calls; note: inactives centre near 2
# SSB-PriA inh: inhibitors of Klebsiella pneumoniae PriA binding to SSB C-terminal tail | AlphaScreen SSBct-PriA binding, biotinylated peptide | actives 0.6% (n = 430,000) | inhibition, % at 33 µM; in the data active = inhibition mostly above about 37%, no sharp cut-off; inactive = mostly below about 20%;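 note: plate controls were negative control peptide for no effect and reference peptide for full effect; strong numbers were not always called active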
# Anthrax LF prot: inhibitors of Bacillus anthracis lethal factor protease. P15917. multiplex microsphere protease cleavage assay, LF. inhibition, % at 10 µM. actives 0.12% (n = 360,000); in the data active = inhibition above about 30%; inconclusive = no clear call, values can overlap the other calls; note: plate controls were buffer without enzyme for full effect and enzyme alone for no effect
# VHR inh abs: blocks human VHR1 dual specificity phosphatase; actives 0.52% (n = 290,000); recombinant VHR phosphatase, pNPP absorbance; inhibition, % at 13.3 µM; P51452; in the data active = inhibition above about 50%; note: some compounds called inactive have numbers as strong as hits
# Target sequence (P51452 whole entry, looked up): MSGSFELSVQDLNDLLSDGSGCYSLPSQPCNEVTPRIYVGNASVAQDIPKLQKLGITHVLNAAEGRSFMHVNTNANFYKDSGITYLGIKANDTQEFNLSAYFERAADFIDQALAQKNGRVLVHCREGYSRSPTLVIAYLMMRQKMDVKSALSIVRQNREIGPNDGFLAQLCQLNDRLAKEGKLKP
# SARS 3CLpro inh: SARS-CoV 3CLpro protease inhibition. P0C6X7. inhibition, % at 6 µM. recombinant SARS-CoV 3CLpro, quenched FRET peptide cleavage. actives 0.14% (n = 290,000); in the data active = inhibition above about 12%
# TcdB GH inh: inhibitors of Clostridioides difficile toxin B glycohydrolase; P18177; TcdB glycohydrolase enzymatic assay, plate reader; inhibition, % at 9.99 µM; actives 0.24% (n = 350,000); AID 652162; in the data active = inhibition above about 10%
# Rv3671c protease: inhibits the M. tuberculosis serine protease Rv3671c | inhibition, % at 5.96 µM | actives 0.048% (n = 320,000); in the data active = inhibition above about 38%;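 note: extracellular domain of Rv3671c used as enzyme; 0% = enzyme with DMSO and 100% = no enzyme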
# Target sequence (P9WHR9 whole entry, looked up, the tested form may be a part): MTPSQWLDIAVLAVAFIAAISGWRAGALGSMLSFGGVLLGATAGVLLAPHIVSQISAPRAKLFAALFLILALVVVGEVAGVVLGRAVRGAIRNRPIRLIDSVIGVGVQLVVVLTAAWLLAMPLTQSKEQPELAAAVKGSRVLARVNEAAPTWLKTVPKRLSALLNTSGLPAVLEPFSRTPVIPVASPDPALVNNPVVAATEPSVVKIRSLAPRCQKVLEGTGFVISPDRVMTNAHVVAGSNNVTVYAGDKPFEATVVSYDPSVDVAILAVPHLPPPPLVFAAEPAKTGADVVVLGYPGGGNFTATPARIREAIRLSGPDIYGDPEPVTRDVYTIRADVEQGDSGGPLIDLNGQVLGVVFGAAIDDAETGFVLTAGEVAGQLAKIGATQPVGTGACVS
# Vc quorum ag: quorum light induction in luxS cqsA deficient V. cholerae; V. cholerae BH1578 lux reporter, luminescence, 6 h; activation, % at 18.7 µM; actives 0.16% (n = 350,000); AID 588436; in the data active = activation mostly above about 9.7%, no sharp cut-off; inconclusive = no clear call, values can overlap the other calls; inactive = mostly below about 3.7%; note: not every result past the cut was called active; inactives centre near 0; reference of the scale not given here
# MazF activator: activators of E. coli MazEF toxin-antitoxin RNase; FAM/BHQ RNA-DNA oligo cleavage fluorescence, 5 h; activation, % at 20 µM; P0AE70; actives 0.32% (n = 350,000); in the data active = activation above about 50%
# Target sequence (P0AE70 whole entry, looked up): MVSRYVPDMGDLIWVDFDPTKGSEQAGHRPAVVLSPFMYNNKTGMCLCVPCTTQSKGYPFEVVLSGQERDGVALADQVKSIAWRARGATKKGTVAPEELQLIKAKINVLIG
# * marks the source's active call; other numbers are inactive results; i = inactive; ? = inconclusive; · = not tested or not shown. This is a subset; count on the stated rates, not on these rows.
SMILES,PfHsp40 yeast,Yp Topo-I inh,SSB-PriA inh,Anthrax LF prot,VHR inh abs,SARS 3CLpro inh,TcdB GH inh,Rv3671c protease,Vc quorum ag,MazF activator
COc1ccccc1NC(=O)C(=O)N1CCCC1,-1.2,-8.2,-13.4,3.1,5.8,2.2,2.0,1.8,i,6.8
C/C(=N/NS(=O)(=O)c1ccc(Br)cc1)c1ccc(NC(=O)c2ccc(C)o2)cc1,0.3,-0.7,·,4.1,17.2,-10.4,·,-5.9,-0.8,-1.4
CCCCCCCC(=O)OCC(O)CO (stereo not drawn),5.7,-1.8,-13.0,-0.3,16.3,-4.1,0.6,-1.9,i,9.3
CC(=O)Nc1nc2n(n1)C(c1ccc(F)cc1)C=C(c1ccccc1)N2 (stereo not drawn),0.2,-4.1,4.2,·,3.1,0.0,·,1.1,i,-21.8
C=C(C)[C@@H]1CC=C(CN2CCC(CCOC)(C(=O)OCC)CC2)CC1,1.4,3.8,-8.6,0.1,0.9,2.2,4.5,-2.0,i,-0.3
O=C(O)CSc1nnc(-c2ccc3c(c2)OCO3)o1,0.4,3.3,-13.2,0.8,10.5,-3.5,·,2.6,-2.0,0.3
CCCCOC(=O)Nc1ccc(N2CCCCC2)cc1,0.2,9.1,19.2,-21.1,3.1,1.2,·,-3.7,-0.3,-1.2
COC(=O)c1cc2c(cc1Cl)N1CCCCCC1=NS2(=O)=O,4.0,-0.7,-12.3,-1.3,9.3,0.7,1.4,4.3,i,17.4
COc1ccc(C(=S)N2CCN(C)CC2)cc1Br,-0.8,-3.5,-6.1,-3.1,17.2,6.4,·,-4.9,·,-6.1
C=CCNc1nc(C)c(CNc2c(C)cc(C)cc2C)nc1C#N,-0.4,18.8,-6.7,1.3,13.9,1.3,-0.3,0.8,i,8.2
Cc1ccc(C(=O)NC(=S)N2CCN(c3ccc([N+](=O)[O-])cc3)CC2)cc1,-1.8,-7.5,20.2,-2.5,2.9,-1.5,·,5.7,1.7,0.4
CC(C)SCc1cc(N2CCCC2)nc(-c2ccccc2)n1,0.5,0.7,-25.3,2.3,5.8,-1.2,0.0,0.3,-0.2,6.0
Cn1c(SCC(=O)Nc2ccc3c(c2)OCO3)nnc1C(F)(F)F,-0.4,3.0,3.9,-3.7,·,·,0.5,6.9,1.2,0.4
CC1(C)Cc2nc(N)c(C(=O)NCCO)cc2CO1,-0.7,-3.0,-6.1,0.9,-0.8,1.3,·,0.7,-0.3,1.3
Cn1c(N2CCCC2)nc2c1c(=O)n(Cc1ccc(F)cc1)c(=O)n2C,5.4,4.7,2.7,-1.9,17.7,3.5,·,-2.6,i,-18.3
Cc1ccc(OCC(=O)Nc2ccc(F)cc2)cc1C,1.1,-2.8,-25.3,1.4,17.6,-4.8,2.7,-1.5,-0.4,-10.4
COc1ccc(Cn2c(C)ccc2C)cc1,0.5,-4.9,5.0,-2.3,20.8,-5.2,·,-0.9,-0.3,0.6
O=C(NCc1cccs1)c1ccc(S(=O)(=O)N2CCCCC2)cc1,0.1,-8.5,-14.0,6.5,11.0,-4.1,-0.1,0.2,0.0,4.7
CC(=O)c1ccc(S(=O)(=O)N2CCN(C(=O)c3cccc(S(=O)(=O)N4CC(C)OC(C)C4)c3)CC2)cc1 (stereo not drawn),-1.3,10.8,-2.7,2.5,·,·,-2.7,·,i,-1.0
Cc1ccc(CN(C)C(=O)CSc2nnc3n2CCCCC3)c(C)c1,-0.1,-0.9,1.5,-2.4,·,·,-0.2,0.8,-3.0,5.0
COc1cccc(/C=C2\N=C3CCCCCN3C2=O)c1,-0.3,-6.7,-11.0,-1.0,12.5,-2.2,·,-0.6,i,0.2
Cc1ccccc1C(=O)Nc1cccc(NC(=O)c2ccc(-c3ccc(Br)cc3)o2)c1,-1.2,11.1,-12.7,-4.4,21.3,2.6,·,-4.7,i,-19.8
COc1ccc(Cl)cc1-c1cc(C(=O)NCc2ccc(F)cc2)[nH]n1,·,-3.5,·,3.1,·,·,-2.3,·,-0.7,·
O=C1c2ccccc2C(=O)N1CC(=O)N1c2ccccc2Sc2ccc(C(F)(F)F)cc21,-2.2,-9.7,-3.2,-4.8,-12.5,1.4,0.3,1.1,-0.4,0.3
CCCCN(CC(=O)NC1CCCC1)C(=O)C(=O)Nc1ccc2c(c1)OCCO2,-0.9,0.5,-4.1,-2.3,-7.5,-4.8,0.7,4.5,-0.1,-2.8

# Part of the list above, with values under each structure.
# The line under a structure holds: PfHsp40 yeast | Yp Topo-I inh | SSB-PriA inh | Anthrax LF prot | VHR inh abs | SARS 3CLpro inh | TcdB GH inh | Rv3671c protease | Vc quorum ag | MazF activator
COc1ccc(C(=S)N2CCN(C)CC2)cc1Br
  -0.8 | -3.5 | -6.1 | -3.1 | 17.2 | 6.4 | · | -4.9 | · | -6.1
CC1(C)Cc2nc(N)c(C(=O)NCCO)cc2CO1
  -0.7 | -3.0 | -6.1 | 0.9 | -0.8 | 1.3 | · | 0.7 | -0.3 | 1.3
COc1ccc(Cn2c(C)ccc2C)cc1
  0.5 | -4.9 | 5.0 | -2.3 | 20.8 | -5.2 | · | -0.9 | -0.3 | 0.6

# (list continues)
SMILES,PfHsp40 yeast,Yp Topo-I inh,SSB-PriA inh,Anthrax LF prot,VHR inh abs,SARS 3CLpro inh,TcdB GH inh,Rv3671c protease,Vc quorum ag,MazF activator
CCOC(=O)[C@H]1[C@H]2COc3ccccc3[C@@H]2N2C(=O)c3cc(Br)ccc3NC(=O)[C@@]12C,4.3,-10.2,32.0,1.3,·,·,0.3,-13.7,-0.6,-14.2
CCCCCCc1nnc(N)s1,-0.2,0.0,3.9,-5.8,7.3,-1.7,0.6,-1.3,-0.2,4.5
COc1ccc(N(CC(=O)N/N=C/c2ccc(C(=O)O)cc2)S(=O)(=O)c2ccc(NC(C)=O)cc2)cc1,-0.8,1.0,·,20.0,2.4,3.5,-1.8,-0.7,1.7,15.7
COc1ccc(S(=O)(=O)N2CCN(C(=O)C3CCCO3)CC2)cc1 (stereo not drawn),-0.1,-8.0,-2.6,-2.9,2.3,-0.5,0.9,0.6,i,6.1
COc1ccccc1C(=O)NNC(=O)c1cccc(O)c1,-0.8,-0.8,-5.8,-14.5,-18.7,-3.7,4.1,-2.0,-0.3,6.0
CC(Sc1n[nH]c(-c2cccs2)n1)C(=O)N1CCCC1 (stereo not drawn),-1.0,3.5,-9.1,-0.8,·,·,1.3,5.2,-0.4,0.0
CCN(CC)C(=O)c1cc2c(=O)c3cc(Cl)ccc3oc2nc1C,-0.7,4.4,-8.3,-4.0,2.0,4.0,1.0,0.7,-0.5,4.5
CC(C)CN(C(=O)C(C)N1C(=O)c2ccccc2C1=O)c1c(N)n(Cc2ccccc2)c(=O)[nH]c1=O (stereo not drawn),-0.3,1.4,-6.4,3.3,·,·,1.0,-2.5,i,-2.9
COc1cc(NC(=O)CSc2nc(=O)n(CCN3CCOCC3)c3c2CCCC3)cc(OC)c1,0.6,19.9,-0.4,-0.4,·,·,1.1,-0.3,i,8.5
CCOC(=O)c1ccc(NC(=O)c2n[nH]c(=O)c3ccccc23)cc1,0.1,0.0,-8.2,-0.8,16.6,-2.8,2.2,-8.3,-0.3,-3.2
O=C(NC1CCCCC1)N1CCN(C(=O)c2ccco2)CC1,-0.5,-6.2,-19.0,-3.3,2.1,-2.8,8.2,5.8,i,-12.3
CC1CN(Cc2nc3c(c(=O)[nH]c(=O)n3C)n2CCCc2ccccc2)CC(C)O1 (stereo not drawn),-0.4,-6.4,-3.8,-2.4,17.8,-4.5,2.0,-0.2,i,6.2
COc1ccc(Br)cc1/C=N/NC(=O)Cn1nnnc1N,-1.4,-7.7,i,-2.9,27.2,3.9,-0.5,6.8,-0.7,-3.5
COc1ccc(N2CCN(c3nc(=S)n(-c4ccccc4)c(C)c3C(C)=O)CC2)cc1,1.9,16.7,22.8,-36.8,7.2,-2.2,-0.4,-1.1,-6.2,-21.6
CCOC(=O)c1cccc(NC(=O)CSc2nnc(COc3ccccc3)n2CC)c1,4.8,10.8,5.3,?,18.9,-5.7,·,-3.5,-0.7,2.6
COCCNc1nnc(SCC(=O)NC(=O)c2ccc(Cl)cc2)s1,0.8,3.6,-15.8,-0.7,·,·,1.4,·,i,-3.9
O=C(NNc1ccc(F)cc1)c1c(F)cccc1Cl,-0.8,-0.2,-0.4,·,20.1,2.3,-2.9,1.6,i,-8.2
O=C(Nc1ccc2ccccc2c1)c1cccc(F)c1,2.1,-7.8,-6.0,11.1,1.1,2.6,-0.5,-2.9,-1.4,7.0
CCn1c(NC(=O)c2cccs2)c(-c2cccs2)c(=O)c2ccccc21,-0.9,-10.3,-2.2,1.4,35.1,-7.9,·,3.1,-4.2,5.3
CCc1ccc(CNC(=O)c2ccc(OC3CCN(C(C)=O)CC3)c(OC)c2)nc1,-1.5,10.5,-8.9,0.4,-3.0,-4.0,-0.4,-2.4,-0.6,5.1
Cc1ccc(C)c(Nc2ncccc2C(=O)NCc2cccs2)c1,2.5,2.7,-1.9,-1.4,-1.6,-5.3,2.6,-2.8,0.8,1.5
CSc1oc(-c2cccs2)nc1S(=O)(=O)c1ccccc1,-0.4,-1.9,-24.0,5.1,17.5,2.8,0.7,7.2,i,2.4
CCOC(=O)C1CCN(C(=O)CCc2nnc3ccc(N4CCC(C)CC4)nn23)CC1,0.1,12.8,1.1,1.1,12.8,-4.7,1.4,-4.4,i,6.8
CCOC(=O)N1CCC(N(CCOC)C(=O)Nc2ccc(Cl)c(Cl)c2)CC1,0.2,-0.1,-14.3,-1.2,-0.2,2.1,·,3.4,i,-7.3
Brc1cc2c(cc1C1OCCO1)OCO2,1.5,7.1,-8.5,1.1,·,·,1.0,·,-8.4,14.2

# New compounds follow
SMILES,PfHsp40 yeast,Yp Topo-I inh,SSB-PriA inh,Anthrax LF prot,VHR inh abs,SARS 3CLpro inh,TcdB GH inh,Rv3671c protease,Vc quorum ag,MazF activator
Cc1cc2nnc(SC(C)C#N)n2c2ccccc12 (stereo not drawn),1.8,9.8,1.1,-3.2,-4.4,3.9,·,-1.4,-16.7,4.4
COc1ccc2nc(N3CCCC3)[nH]c2c1,0.2,-9.4,-12.7,-0.3,13.9,-4.1,·,-2.1,i,0.8
Cc1ccc(S(=O)(=O)NCC(=O)N(CC(=O)NC(C)(C)C)Cc2cccs2)cc1,-2.0,-5.6,0.7,0.0,10.5,0.2,·,-6.7,2.2,1.9
O=C1NC(=O)C2(Cc3ccccc3N3CCCC32)C(=O)N1c1cccc(Cl)c1 (stereo not drawn),-0.4,13.2,-3.1,1.0,-10.8,0.1,·,-4.5,-2.5,6.7
COc1cc(NC(=O)C2CCN(S(=O)(=O)c3cccs3)CC2)c(C(=O)O)cc1OC,·,-3.4,·,-1.9,·,·,-2.3,·,i,-4.5
CCN(CC)C(=O)C1CCCN(C(=O)Nc2ccccc2)C1 (stereo not drawn),-0.2,12.7,-4.2,-2.7,-8.8,3.6,·,4.8,-2.9,4.7
COc1ccc(N/C=C/C(=O)c2cc(OC)c(OC)c(OC)c2)cc1,1.0,-4.2,-5.2,-3.5,-15.7,-2.7,1.2,-2.3,i,-8.8
Cc1ccc(N(C)C(=O)Oc2ccc(C(=O)c3ccc(Cl)cc3)cc2)cc1,0.1,21.9,-33.2,-0.1,-15.0,2.2,·,9.5,-0.5,-0.9
COc1ccc(C)cc1NC(=O)c1ccc(N(C)S(C)(=O)=O)cc1,1.5,1.1,-8.7,-3.3,17.0,0.5,7.1,-7.6,-0.2,1.4
CCc1ccccc1N1C(=O)C2CC(C)=C(C)CC2C1=O (stereo not drawn),-0.7,-6.0,-0.3,1.5,7.1,-4.9,·,-4.3,-1.7,12.0
Cc1ccc(S(=O)(=O)CCSc2cccc(C(=O)Nc3ccccc3C(=O)O)c2)cc1,0.8,17.9,-7.7,-1.1,-10.1,1.4,·,-21.1,-0.6,7.3
CC(=O)c1ccc(NC2=C(N3CCOCC3)C(=O)c3ccccc3C2=O)cc1,0.2,-6.6,-6.0,-1.3,31.1,0.0,·,-113.1,i,8.6
S=C(c1c[nH]c2ccc(Br)cc12)N1CCOCC1,0.9,0.5,8.2,1.0,27.7,-1.1,1.5,2.6,0.8,5.7

# Assay outcomes deposited in PubChem by several laboratories.
